# High-throughput results from PubChem.
# AmpC detergent – AmpC beta-lactamase inhibition with detergent present. AmpC hydrolysis of nitrocefin, absorbance 480 nm, 0.01% Triton. Potency, µM (top dose mostly 114 µM), without a hit: at the top dose activity change, negative = inhibition, usual class: inhibitors. 370,000 tested, 0.041% active. AID 485294;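 further: potency means the concentration at half of the fitted maximal effect; 0% = no-compound wells and -100% = no-enzyme wells; nearly all actives have a fitted effect of over 25% in size; some results filed as inactive show a strong effect at the top dose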
# Target sequence (P00811 whole entry, looked up): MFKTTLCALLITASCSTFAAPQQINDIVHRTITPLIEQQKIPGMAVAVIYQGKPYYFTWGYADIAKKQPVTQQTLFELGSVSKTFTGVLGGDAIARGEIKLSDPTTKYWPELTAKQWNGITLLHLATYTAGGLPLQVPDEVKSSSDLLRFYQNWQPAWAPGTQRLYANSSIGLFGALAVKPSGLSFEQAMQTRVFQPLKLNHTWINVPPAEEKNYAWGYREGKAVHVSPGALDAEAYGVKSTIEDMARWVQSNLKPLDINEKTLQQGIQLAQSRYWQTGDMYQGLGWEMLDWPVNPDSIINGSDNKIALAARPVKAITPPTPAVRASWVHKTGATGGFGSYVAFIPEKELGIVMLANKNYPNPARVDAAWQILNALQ
#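 20 mM phosphate pH 7.0 + 0.01% (detergent screen) or 0.0001% Triton X-100; 5.3 nM AmpC reagent; cpd preinc 15 min RT; nitrocefin (800 uM stock) to start; A480 q20 s × 4 min; Activity was normalised to no-enzyme and no-compound control wells.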
# HCMV antiviral – blocks human cytomegalovirus replication; HFF cells, HCMV-luciferase reporter, 72 h; active compounds read low; activity change, negative = inhibition, % at 57.5 µM; 410,000 tested, 4.5% active; in the data active means activity change below about -60%; inconclusive means no clear call, values can overlap the other calls; inactive means above about -39%
#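 After 16 h attachment at 37C, HFF cells received test compound and HCMV-luciferase (1 PFU/cell); reporter luminescence read 72 h later, data normalized against buffer-only and known inhibitor Salinomycin.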
# AMA1-RON2 inh – AMA1-RON2 (P. falciparum) interaction inhibition | AlphaScreen AMA1-biotinylated RON2 peptide binding | Potency, µM (series often up to 58.2 µM), for the others: at the top dose activity change, negative = inhibition, hits mostly inhibitors | 360,000 tested, 0.2% active;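 further: potency means the concentration at half of the fitted maximal effect; 0% = vehicle wells and -100% = peptide control; nearly all actives have a fitted effect of over 45% in size; some results filed as inactive show a strong effect at the top dose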
#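 AMA1 (3D7) with his tag at 25 nM final met compounds first, then biotinylated RON2 peptide at 25 nM; detection used donor plus acceptor beads, 10 µg/mL apiece, read by AlphaScreen after 30 min at room temperature.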
# Sm TGR block – S. mansoni TGR enzyme inhibition. Q962Y6. purified TGR, DTNB reduction, TNB absorbance 405 nm. Potency, µM (series often up to 114 µM), for inactives: at the top dose activity change, negative = inhibition, actives largely listed as inhibitors. 360,000 tested, 3% active. AID 485364; further: potency means the concentration at half of the fitted maximal effect; nearly all actives have a fitted effect of over 60% in size
#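 TGR 20 nM + NADPH 100 uM (dispensed conc.), cpd preinc 15 min RT; start with NADPH (500 uM addition) then DTNB (15 mM addition). Kinetic TNB absorbance, 405 nm filter. Four-parameter Hill fit across titration.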
# HCV inh – blocks hepatitis C virus; Huh7.5.1 HCVcc-Cre infection, luciferase reporter, 44 h; Potency, µM (highest dose often 41.8 µM), inactives show top-dose activity change, negative = inhibition, most hits filed as inhibitors; 340,000 tested, 3.4% active; AID 651820; further: potency means the concentration at half of the fitted maximal effect
#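 A cell-based infection assay in which seeded cells (1,000 per well) receive test compound after 4 h, are inoculated with HCVcc-Cre at approximately 0.5 moi, and are incubated 44 h before luminescence detection.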
# FBPA Giardia inh – Giardia lamblia aldolase inhibition; A8B2U2; 290,000 tested, 0.71% active; AID 2451; Potency, µM (series often up to 59.6 µM), inactives show at the highest dose activity, negative = inhibition, actives largely listed as inhibitors; purified Giardia FBPA; further: potency means the concentration at half of the fitted maximal effect; nearly all actives have a fitted effect of over 55% in size
# Target sequence (A8B2U2 whole entry, looked up): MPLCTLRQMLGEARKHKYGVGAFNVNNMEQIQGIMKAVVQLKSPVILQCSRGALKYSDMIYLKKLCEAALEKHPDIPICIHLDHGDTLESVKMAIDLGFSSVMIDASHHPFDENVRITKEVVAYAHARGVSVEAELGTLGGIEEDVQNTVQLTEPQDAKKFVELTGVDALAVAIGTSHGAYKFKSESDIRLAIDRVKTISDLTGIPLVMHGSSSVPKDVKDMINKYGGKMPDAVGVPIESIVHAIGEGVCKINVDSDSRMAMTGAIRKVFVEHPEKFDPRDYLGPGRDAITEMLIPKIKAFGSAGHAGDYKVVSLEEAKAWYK
#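 Giardia FBPA (40 nM reagent) was preincubated 10 min at RT with compound (up to 57.5 uM final), then substrate plus GAPDH/TPI/NAD/arsenate coupling system with diaphorase/resazurin was added; resorufin fluorescence (525/598 nm) was read after 20 min.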
# An asterisk follows results filed as active; u = inconclusive; x = no result given; & = joins results of further samples; [ ] = another dose, or the depositor's remark. Unless noted, the call rests on the fitted dose curve; in most records, active means well fitted curve in the direction sought with a large enough effect; inconclusive means small, poorly fitted or top-dose-only effect, or another doubt; inactive means no such curve, though single readings can be large; an effect the other way counts as inactive or inconclusive. Unless noted, on the % scale 0 is the no-effect control and ±100 the full control effect.
SMILES,AmpC detergent,HCMV antiviral,AMA1-RON2 inh,Sm TGR block,HCV inh,FBPA Giardia inh
O=C(COC(=O)c1ccccc1C(=O)c1ccccc1)NCCc1ccccc1,5%,-19,0%,4%,u,-2%
C=CCc1cc2c(oc(=O)c3ccccc32)c(C)c1O,-1%,-2,2%,0%,-28%,2%
O=S(=O)(c1cccc(NC(=S)N2CCN(c3ccccc3)CC2)c1)C(F)F,-7%,u,-23%,-17%,-8%,-2%
CCN(CC)c1ccc(N2C(=O)/C(=C\c3cccnc3)SC2=S)cc1,-8%,15,-11%,-23%,-27%,-1%
COc1ccccc1CNC(=O)CCC1N=C2c3ccccc3N=C(SCc3cccc(Cl)c3)N2C1=O (configuration not stated),7%,-31,x,-5%,x,x
CCc1cccc(N(C(=O)c2csnn2)C(C(=O)NC(C)(C)C)c2ccccn2)c1 (configuration not stated),-1%,-3,-14%,1%[57.1 µM],14%,4%
Cc1ccc(-c2cc([C@H]3[C@@H]4C=CCC[C@@]4(C)C(=O)N3Cc3ccccc3)ccc2F)cc1,3%,-16,-2%,-3%,-66%,1%
CCOC(=O)/C(=N/Nc1ccc(OC)cc1)N1CCCc2ccccc21,-9%,u,22µM*,-26%,-3%,16µM*
O=C1C2CC=CCC2C(=O)N1c1ncn[nH]1 (configuration not stated),-7%,21,-10%,-11%,x,-22%
O=C(COC(=O)Cc1ccccc1F)Nc1ccc(Cl)cn1,11%,24,9%,-4%,-4%,8%
O=C(Cn1ncc2c3ccccc3n(Cc3ccccc3F)c2c1=O)NC1CC1,-3%,0,-3%,6%,10%,4%
CCOc1ccc(CNC(=O)CSc2cc(=O)n(CC)c3ccccc23)cc1,-1%,7,x,-9%,x,x
Cc1cccc(NC(=O)[C@H](Cc2ccccc2)NC(=O)[C@@H]2Cc3ccccc3CN2)c1,-1%,x,75%[activator],0%,7%,x
COc1ccc(C)cc1NC(=O)CSc1nnc(CC(=O)Nc2ccccc2C)n1C,u,51,-9%,3%,-19%,0%
CCOC(=O)c1c(-c2ccccc2)csc1NC(=O)c1cc2ccccc2oc1=O,u,u,1%,-5%,14%,3%
NC(=O)C1CCN(c2oc(/C=C/c3ccc(F)cc3)nc2S(=O)(=O)c2ccccc2)CC1,0%,-15,5%,u,10%,9%
O=C(CN1CCC(C(=O)c2ccc(F)cc2)CC1)NCc1ccccc1F,9%,-8,-6%,14%,11µM*,-5%
CC(C)N(Cc1ccccc1)C(=S)NC1CCCCC1,-17%,-1,-14%,28%,19%,2%
O=C(Cc1ccccc1)Nc1nc2ccccc2s1,-3%,117,4%,-12%,23%,0%
N#C/C(=C/c1ccc(N2CCOCC2)c([N+](=O)[O-])c1)C(N)=O,3%,30,-8%,-2%,3%,-1%
O=C(Nc1ccc(Cl)c(C(F)(F)F)c1)C1CCCN(S(=O)(=O)c2cccc3cccnc23)C1 (configuration not stated),4%,0,x,4%,x,x
CCOc1nc(-c2ccc(C)cc2)ccc1-c1noc(-c2ccccc2F)n1,20%,0,x,2%,x,x
O=C(NCCCO)c1nc2ccccc2s1,2%,43,5%,6%,8%,2%
CCn1nc(C)c(CNC(=O)C2CCC(=O)N(CCc3ccc(Cl)cc3)C2)c1C (configuration not stated),-5%,-11,0%,-4%,7%,x
O=C(NCCc1ccc(F)cc1)C1CCCO1 (configuration not stated),u,-5,5%,-13%,30%[activator],6%

# A stretch of the results above, as a working copy:
SMILES,AmpC detergent,HCMV antiviral,AMA1-RON2 inh,Sm TGR block,HCV inh,FBPA Giardia inh
CCOC(=O)/C(=N/Nc1ccc(OC)cc1)N1CCCc2ccccc21,-9%,u,22µM*,-26%,-3%,16µM*
O=C1C2CC=CCC2C(=O)N1c1ncn[nH]1 (configuration not stated),-7%,21,-10%,-11%,x,-22%
O=C(COC(=O)Cc1ccccc1F)Nc1ccc(Cl)cn1,11%,24,9%,-4%,-4%,8%
O=C(Cn1ncc2c3ccccc3n(Cc3ccccc3F)c2c1=O)NC1CC1,-3%,0,-3%,6%,10%,4%
CCOc1ccc(CNC(=O)CSc2cc(=O)n(CC)c3ccccc23)cc1,-1%,7,x,-9%,x,x
Cc1cccc(NC(=O)[C@H](Cc2ccccc2)NC(=O)[C@@H]2Cc3ccccc3CN2)c1,-1%,x,75%[activator],0%,7%,x
COc1ccc(C)cc1NC(=O)CSc1nnc(CC(=O)Nc2ccccc2C)n1C,u,51,-9%,3%,-19%,0%
CCOC(=O)c1c(-c2ccccc2)csc1NC(=O)c1cc2ccccc2oc1=O,u,u,1%,-5%,14%,3%
NC(=O)C1CCN(c2oc(/C=C/c3ccc(F)cc3)nc2S(=O)(=O)c2ccccc2)CC1,0%,-15,5%,u,10%,9%
O=C(CN1CCC(C(=O)c2ccc(F)cc2)CC1)NCc1ccccc1F,9%,-8,-6%,14%,11µM*,-5%
CC(C)N(Cc1ccccc1)C(=S)NC1CCCCC1,-17%,-1,-14%,28%,19%,2%
O=C(Cc1ccccc1)Nc1nc2ccccc2s1,-3%,117,4%,-12%,23%,0%
N#C/C(=C/c1ccc(N2CCOCC2)c([N+](=O)[O-])c1)C(N)=O,3%,30,-8%,-2%,3%,-1%
O=C(Nc1ccc(Cl)c(C(F)(F)F)c1)C1CCCN(S(=O)(=O)c2cccc3cccnc23)C1 (configuration not stated),4%,0,x,4%,x,x
CCOc1nc(-c2ccc(C)cc2)ccc1-c1noc(-c2ccccc2F)n1,20%,0,x,2%,x,x
O=C(NCCCO)c1nc2ccccc2s1,2%,43,5%,6%,8%,2%
CCn1nc(C)c(CNC(=O)C2CCC(=O)N(CCc3ccc(Cl)cc3)C2)c1C (configuration not stated),-5%,-11,0%,-4%,7%,x
O=C(NCCc1ccc(F)cc1)C1CCCO1 (configuration not stated),u,-5,5%,-13%,30%[activator],6%

# Next section:
SMILES,AmpC detergent,HCMV antiviral,AMA1-RON2 inh,Sm TGR block,HCV inh,FBPA Giardia inh
CC(C)N(CCn1c(=S)[nH]c2ccccc2c1=O)C(C)C,-10%,-15,7%,-1%,-17%,-1%
COc1ccc(S(=O)(=O)NCc2nc3nc(C)cc(C)n3n2)cc1,19%,-2&1,-4%,0%,10%,x
Cc1ccc(-n2[nH]c(C)c(C=Nc3ccc(S(=O)(=O)Nc4nccs4)cc3)c2=O)cc1,-2%,x,x,-2%,7%,1%
COc1ccc(-c2nc(CN3CCN(c4ccccc4OC)CC3)c(C)o2)cc1,3%,u,-17%,x,u,-3%
CCc1ccccc1NC(=O)Cn1c(=O)nc(-c2ccccc2)c2ccccc21,4%,41,x,-4%,x,x
COC(=O)c1cn(NC(=O)c2ccc([N+](=O)[O-])c(C)c2)c(=O)c2ccccc12,-2%,53,5%,-7%,-8%,10%
CCOc1ccc(NC(=O)C2CCN(C(=O)N3CC(C)Oc4ccc(Cl)cc43)CC2)cc1 (configuration not stated),-2%,-4,x,-7%,x,x
Cn1cnnc1SCC(=O)Nc1ccc(S(=O)(=O)N2CCCC2)cc1,-1%,14,1%,1%,11%,-1%
O=C(N/N=C/C=C/c1ccccc1)C1CC1(c1ccccc1)c1ccccc1 (configuration not stated),1%,-23,72%[activator],3%,u,1%
COc1ccc(C(=O)Nc2nc3cc4c(cc3s2)OCCO4)c(OC)c1,0%,x,15%,13%,u,2%
CC(=O)c1c(C)[nH]c(C(=O)NCCc2ccc(Cl)cc2)c1C,0%,-17,-13%,1%,-15%,9%
CCNC(=S)N(CCc1ccc(OC)c(OC)c1)Cc1cc2cc(OC)ccc2[nH]c1=O,-1%,13,-12%,5%,4%,-1%
CC(=O)N1CCN(C(=O)CCNS(=O)(=O)c2ccc(Br)cc2)CC1,4%,0,-1%,2%,-2%,x
CC1(C)Cc2c(sc(NC(=O)COc3ccc(Cl)cc3)c2C(N)=O)C(C)(C)N1,3%,8,-7%,-1%,10%,x
COc1ccc([N+](=O)[O-])cc1N(CC(=O)N1CCCCC1)S(C)(=O)=O,2%,-28,0%,-13%,14%,3%
COc1ccc(Nc2oc(/C=C/c3ccccc3OC)nc2C#N)cc1,14%,12,x,-1%,x,x
O=C(CSc1nc2ccccc2c(=O)n1-c1cccc(C(F)(F)F)c1)NC1CC1,-6%,u,6%,-24%,7%,1%
Cc1ccc(NC(=O)COC(=O)CNC(=O)c2ccc(C)s2)cc1,3%,-24,-1%,10%,u,1%
CC(C)(C)C(=O)Cn1ncc(N2CCOCC2)c(Cl)c1=O,-12%,108,-1%,-10%,-3%,8%
Cc1ccccc1Nc1nnc(-c2ccc(C)c(S(=O)(=O)N3CCN(C)CC3)c2)c2ccccc12,12%,-34,x,2%,x,x
COc1ccc(-c2cc(CS(=O)(=O)c3ccccc3)on2)cc1,-3%,41,-9%,26%,-5%,-6%
O=[N+]([O-])c1ccc(N2CCN(Cc3ccncc3)CC2)cc1,4%,-90*,-6%,-2%,0%,u
CC(=O)c1ccc(NC(=O)CSc2nc(=O)n(Cc3ccccn3)c3c2CCC3)cc1,-1%,-5,x,-1%,x,x
Cn1c(O)c(/C=N/NC(=O)c2ccncc2)c(=O)n(C)c1=S,u,119,0%,20µM*,8%,-5%
COc1ccc(-n2c(=O)c3c4c(sc3n(CC(=O)Nc3cc(C)[nH]n3)c2=O)CCCC4)c(OC)c1,6%,u,0%,-1%,8%,2%
# Next entries follow:
SMILES,AmpC detergent,HCMV antiviral,AMA1-RON2 inh,Sm TGR block,HCV inh,FBPA Giardia inh
Cc1cc(C)n2nc(C(=O)OCC(=O)NC3CCCCC3)nc2n1,-17%,14,6%,-5%,5%,x
O=S(=O)(c1ccc2oc3ccccc3c2c1)N1CCOCC1,-4%,27,-13%,7%,u,4%
N#CC1=C(N)Oc2c(oc(CO)cc2=O)C1c1ccsc1 (configuration not stated),-9%,2,12%,u,12%,u
CCN1C(=O)/C(=C2/C=CC=CN2C)OC1=S,u,-1,-5%,-2%,6%,-3%
CCCN(C(=O)Cn1nc(Cc2ccncc2)c2ccccc2c1=O)c1ccccc1C,0%,-62*,x,-12%,x,x
CCOc1ccc(Nc2c(S(=O)(=O)c3ccccc3)cnc3ccccc23)cc1,2%,-70*,x,3%,x,x
COc1cccc(NC(=O)CCN2C(=O)C3CC=CCC3C2=O)c1 (configuration not stated),3%,41,4%,-25%,-2%,x
